High-throughput results from PubChem BioAssay.
BAP1 inh: inhibitors of BAP1 deubiquitinase, primary screen, biochemical, Ub-AMC fluorescence, kinetic; Ubiquitin carboxyl-terminal hydrolase BAP1 (Homo sapiens), Q92560; recombinant BAP1, Ub-AMC hydrolysis fluorescence kinetic; stronger effect = lower value; activity remaining (% of control), % at 20 µM; 72,000 compounds, 0.48% hits;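 active = activity remaining at or below 50% of control, provided the compound also passes the data quality filters; inactive = the rest, including low values that fail the filters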;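 also: 100% = DMSO wells rate and 0% = substrate alone blank rate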
Target sequence (Q92560 whole entry, looked up): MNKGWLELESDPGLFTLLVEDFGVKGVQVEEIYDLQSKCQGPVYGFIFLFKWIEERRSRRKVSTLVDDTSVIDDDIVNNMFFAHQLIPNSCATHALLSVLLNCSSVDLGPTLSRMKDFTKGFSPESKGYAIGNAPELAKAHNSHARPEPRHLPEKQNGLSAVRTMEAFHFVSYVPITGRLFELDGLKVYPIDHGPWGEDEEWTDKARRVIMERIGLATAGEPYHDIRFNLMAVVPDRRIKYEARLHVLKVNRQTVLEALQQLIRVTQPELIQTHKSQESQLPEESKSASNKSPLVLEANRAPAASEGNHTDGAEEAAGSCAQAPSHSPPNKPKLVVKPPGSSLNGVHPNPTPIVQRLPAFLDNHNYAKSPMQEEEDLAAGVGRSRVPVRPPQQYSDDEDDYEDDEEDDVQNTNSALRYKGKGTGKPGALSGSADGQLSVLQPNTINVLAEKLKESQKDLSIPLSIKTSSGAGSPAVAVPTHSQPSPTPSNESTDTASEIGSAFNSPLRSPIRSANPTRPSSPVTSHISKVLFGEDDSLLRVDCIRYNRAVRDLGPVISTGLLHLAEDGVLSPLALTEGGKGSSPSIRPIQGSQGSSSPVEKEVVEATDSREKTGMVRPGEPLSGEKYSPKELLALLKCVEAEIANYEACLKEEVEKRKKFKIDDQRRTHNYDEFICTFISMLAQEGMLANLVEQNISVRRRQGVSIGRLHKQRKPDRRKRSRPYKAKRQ
HePTP inh: inhibitors of human HePTP phosphatase, primary screen, biochemical, absorbance, leukemia target; inhibition, % at 20 µM; recombinant HePTP phosphatase activity, OD absorbance; 110,000 compounds, 0.64% hits; Tyrosine-protein phosphatase non-receptor type 7 (Homo sapiens), P35236; in the data active = inhibition above about 50%;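 also: plate controls were vehicle for no effect and reference inhibitor for full effect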
Target sequence (P35236 whole entry, looked up): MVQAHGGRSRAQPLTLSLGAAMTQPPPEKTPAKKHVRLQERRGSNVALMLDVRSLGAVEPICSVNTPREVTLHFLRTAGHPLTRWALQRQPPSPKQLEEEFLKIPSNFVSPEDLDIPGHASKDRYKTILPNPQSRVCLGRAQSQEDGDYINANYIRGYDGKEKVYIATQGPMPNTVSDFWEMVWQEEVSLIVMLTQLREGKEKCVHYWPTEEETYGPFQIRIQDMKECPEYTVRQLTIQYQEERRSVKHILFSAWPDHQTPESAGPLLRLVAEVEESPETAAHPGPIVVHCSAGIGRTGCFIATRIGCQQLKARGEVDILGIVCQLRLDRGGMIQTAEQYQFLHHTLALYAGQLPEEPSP
The depositor's hits bear a star; & = joins results of further samples.

Start of the data: the first 6 entries, ahead of the listing:
What do the screens show for `N/C(=N/S(=O)(=O)c1ccc(Br)cc1)c1ccccc1`?
HePTP inh: 10

Results for COc1ccc(/C=C2\C=C(c3ccc(Cl)cc3)OC2=O)cc1[N+](=O)[O-] ?
HePTP inh: 8

Results for Cc1cc(C)n(-c2nc3ccccc3nc2Nc2ccc3c(c2)OCO3)n1 ?
BAP1 inh: 66; HePTP inh: -8

Results for COc1cc(Br)c(Br)c(/C=N\NC(=O)c2ccccc2Cl)c1O ?
HePTP inh: -7

Results for CC(C)OC(=O)CSc1nnnn1-c1ccc2c(c1)OCCO2 ?
BAP1 inh: 87; HePTP inh: 14

What do the screens show for `COc1ccc(C2Nc3ccc(C(=O)c4ccccc4)cc3NC3=C2C(=O)CCC3)c(OC)c1` (configuration not stated)?
HePTP inh: 6

Main list (from the top)
What do the screens show for `N/C(=N/S(=O)(=O)c1ccc(Br)cc1)c1ccccc1`?
HePTP inh: 10

Results for COc1ccc(/C=C2\C=C(c3ccc(Cl)cc3)OC2=O)cc1[N+](=O)[O-] ?
HePTP inh: 8

Results for Cc1cc(C)n(-c2nc3ccccc3nc2Nc2ccc3c(c2)OCO3)n1 ?
BAP1 inh: 66; HePTP inh: -8

Results for COc1cc(Br)c(Br)c(/C=N\NC(=O)c2ccccc2Cl)c1O ?
HePTP inh: -7

Results for CC(C)OC(=O)CSc1nnnn1-c1ccc2c(c1)OCCO2 ?
BAP1 inh: 87; HePTP inh: 14

What do the screens show for `COc1ccc(C2Nc3ccc(C(=O)c4ccccc4)cc3NC3=C2C(=O)CCC3)c(OC)c1` (configuration not stated)?
HePTP inh: 6

What do the screens show for `COc1ccc(OCC(=O)Nc2ccc(I)cc2C)cc1`?
HePTP inh: 8

What do the screens show for `CC(NC(=O)CC1Nc2ccccc2NC1=O)c1ccccc1` (configuration not stated)?
BAP1 inh: 132; HePTP inh: -10

Results for COc1ccc(CN2CCN(Cc3ccccn3)CC2)cc1 ?
HePTP inh: 3

What do the screens show for `COCCn1c(CN2CCN(c3ccccc3F)CC2)nc2c1c(=O)n(C)c(=O)n2C`?
BAP1 inh: 102; HePTP inh: 2

How did O=C(COc1ccc(Br)cc1)Nc1ccc2nn(-c3ccc(F)cc3)nc2c1 do in these assays?
HePTP inh: 2

Results for O=C1N/C(=N/N=C/c2ccc(O)cc2)SC1Cc1ccc(Cl)cc1 (configuration not stated) ?
HePTP inh: -6

Results for Cc1ccc(NC(=O)CSC(N)=O)cc1C ?
HePTP inh: 2

Results for O=C(COc1ccccc1)NCc1ccccn1 ?
HePTP inh: -19

How did CCN1C(=O)CC(Sc2ccccc2N)C1=O (configuration not stated) do in these assays?
BAP1 inh: 64; HePTP inh: 8

How did COc1ccccc1CNS(=O)(=O)c1ccc(C)cc1 do in these assays?
HePTP inh: -9

Results for Cc1ccccc1NC(=O)c1cccc(N2C(=O)c3ccc(C(=O)O)cc3C2=O)c1 ?
HePTP inh: -4

What do the screens show for `CCCc1cc(=O)n2[nH]c(-c3cccc(F)c3)cc2n1`?
HePTP inh: -16

Results for Cc1nc2sc(C(c3cccs3)N3CCC(C(N)=O)CC3)c(O)n2n1 (configuration not stated) ?
BAP1 inh: 85; HePTP inh: 19

How did COc1ccc(OC)c(N(CC(=O)Nc2cccc(Cl)c2)S(=O)(=O)c2ccc(OC)c(OC)c2)c1 do in these assays?
HePTP inh: -8

Results for Cc1ccc(N(CC(=O)NC(C)C)S(C)(=O)=O)cc1Cl ?
HePTP inh: -6

How did O=C(CNC(=O)c1ccco1)OCc1ccc(Cl)cc1 do in these assays?
HePTP inh: 3

Results for CCCCOCCCn1cnc2c([nH]c3cc(OC)ccc32)c1=O ?
BAP1 inh: 127; HePTP inh: 10

What do the screens show for `CC(C)(C)OC(=O)N1N=C(C(F)(F)F)CC1(O)C(C)(C)C` (configuration not stated)?
HePTP inh: 7

Results for COc1ccc(CCN2C(=O)CC(C(=O)O)SC2=Nc2cccc(C(F)(F)F)c2)cc1OC (configuration not stated) ?
HePTP inh: 12

What do the screens show for `CCC(C)(C)C1CCc2c(sc(N)c2C#N)C1` (configuration not stated)?
HePTP inh: -1

What do the screens show for `O=C(NN1C(=O)/C(=C/c2cccc(O)c2)SC1=S)c1ccc([N+](=O)[O-])cc1`?
HePTP inh: 0

What do the screens show for `O=[N+]([O-])c1ccc2nc(-c3ccccn3)[nH]c2c1`?
BAP1 inh: 116

What do the screens show for `COc1ccc(CNC(=O)c2cnn3c(C(F)(F)F)cc(-c4ccccc4)nc23)cc1`?
HePTP inh: -7

How did CN(Cc1c(O)ccc2c1oc(=O)c1ccccc12)C1CCCCC1 do in these assays?
BAP1 inh: 78; HePTP inh: 5

What do the screens show for `Cc1ccc(C(=O)N2CCN(C)CC2)cc1`?
HePTP inh: 6

Results for Cc1ccccc1NS(=O)(=O)c1ccc(OCC(=O)N2CCCC2)cc1 ?
BAP1 inh: 107; HePTP inh: -10

How did CCOC(=O)CNC(=O)c1cccc(Cl)c1 do in these assays?
HePTP inh: 7

Results for CCc1nc(N2CCCC2)c(C#N)c2c1CCCC2 ?
BAP1 inh: 350; HePTP inh: -4

Results for Cc1[nH]nc2cn[nH]c12 ?
BAP1 inh: 86; HePTP inh: 3

What do the screens show for `C=CCSc1nnc2c(n1)OC(c1cccnc1)Nc1ccccc1-2` (configuration not stated)?
BAP1 inh: 95; HePTP inh: 9

How did CC(NC(=O)C(C)(C)C)c1nc2ccccc2n1C (configuration not stated) do in these assays?
HePTP inh: 7

How did Cc1ccccc1C(=O)Nc1cc(C(N)=O)c(Cl)cc1Cl do in these assays?
HePTP inh: 12

How did CN1CCN(CCCNC(=O)CCCOc2cc(=O)n(C)c3ccccc23)CC1 do in these assays?
BAP1 inh: 141; HePTP inh: -1

What do the screens show for `CN(C)S(=O)(=O)Nc1ccc(C(=O)O)cc1`?
BAP1 inh: 96; HePTP inh: 4

How did CC1CCCC(C)N1C(=O)CSc1nnnn1Cc1ccccc1 (configuration not stated) do in these assays?
BAP1 inh: 67; HePTP inh: 5

Results for O=C(Nc1nc(-c2cc3ccccc3oc2=O)cs1)c1ccco1 ?
BAP1 inh: 97&67; HePTP inh: 32

What do the screens show for `Cc1c(OCc2ccccc2F)ccc2c3c(c(=O)oc12)CCCC3`?
HePTP inh: 0

What do the screens show for `COc1ccc(CCNC(=O)c2ccc(CNc3c(N4CCOCC4)c(=O)c3=O)cc2)cc1OC`?
BAP1 inh: 102; HePTP inh: -3

Results for COc1ccccc1C(=O)Nc1cccc2c1C(=O)c1ccccc1C2=O ?
BAP1 inh: 53

How did O=C(COc1ccc2ccccc2c1Br)N1CCOCC1 do in these assays?
BAP1 inh: 93; HePTP inh: -5

Results for C[C@@H]1CCC[C@H](C)N1NC(=O)c1ccc(Cl)c(S(N)(=O)=O)c1 ?
BAP1 inh: 74; HePTP inh: 0

What do the screens show for `Cc1ccc(OCC(=O)NCc2ccco2)c(C)c1`?
HePTP inh: 12

How did CCC1=NN(C(=O)c2ccc(Cl)cc2)C(O)(c2ccncc2)C1 (configuration not stated) do in these assays?
HePTP inh: -5

How did COc1ccc(N2CC(=O)N(c3ccc(OC)c(OC)c3)CC2=O)cc1OC do in these assays?
BAP1 inh: 104; HePTP inh: 6

What do the screens show for `COc1cc(OC)cc(C(=O)N/N=C(\C)CC(=O)Nc2ccc(Br)cc2)c1`?
HePTP inh: 2

How did Cc1cccc(OCC(=O)NCc2ccncc2)c1C do in these assays?
BAP1 inh: 102; HePTP inh: 4

Results for Cc1ccc(C2Nc3ccccc3NC3=C2C(=O)CC(c2ccccc2)C3)o1 (configuration not stated) ?
HePTP inh: 3

Results for COc1ccc(C(=O)NCc2nnc(SCC(=O)NCc3ccc(F)cc3)o2)cc1 ?
BAP1 inh: 95; HePTP inh: 1

How did Brc1ccc(-c2nc3ccccc3nc2-c2ccccc2)cc1 do in these assays?
BAP1 inh: 66

Results for Cc1c(NC(=O)CCC2CCCCC2)c(=O)n(-c2ccccc2)n1C ?
HePTP inh: 6

What do the screens show for `Cc1cccc(C)c1OCC(=O)NCc1nnc(SCC(=O)NC2CCCCC2C)n1C` (configuration not stated)?
BAP1 inh: 107; HePTP inh: 5

Results for Cc1cc(C)n(C(=O)C(C)Oc2ccc(Cl)cc2C)n1 (configuration not stated) ?
HePTP inh: 1

What do the screens show for `Cc1cc(C)cc(-n2c(C)cc(C=C3SC(=S)NC3=O)c2C)c1`?
HePTP inh: 1

What do the screens show for `COc1ccccc1NC(=O)/C(=C\c1cccc([N+](=O)[O-])c1)NC(=O)c1cccs1`?
HePTP inh: 9

What do the screens show for `COc1ccc(C(=O)Nc2ccc(C)cn2)c(OC)c1`?
BAP1 inh: 103; HePTP inh: 15

Results for COc1cc(/C=C2\SC(N3CCC(C)CC3)=NC2=O)cc(OC)c1OC ?
HePTP inh: 6

Results for c1ccc2c(c1)CCN2CCN1CCc2ccccc21 ?
BAP1 inh: 90; HePTP inh: 10

What do the screens show for `COc1ccc(-c2noc(COc3ccccc3)n2)cc1`?
HePTP inh: -12

What do the screens show for `CC(C)(C)c1ccc(C(=O)Nc2ccc(NC(=O)c3ccccc3[N+](=O)[O-])cc2)cc1`?
HePTP inh: 9

Results for CC(=O)N1CCc2c(sc(NC(=O)C3CC3)c2-c2nc3ccccc3s2)C1 ?
BAP1 inh: 85; HePTP inh: 9

Results for COCCn1nnnc1CN1CCC(NC(=O)Nc2cccc(OC)c2)CC1 ?
BAP1 inh: 107; HePTP inh: 1

Results for Cc1ccc(OCC(=O)Nc2ccc(I)cc2)cc1 ?
HePTP inh: 4

What do the screens show for `COc1ccc(CCNC(=O)CSc2nncn2N)cc1OC`?
BAP1 inh: 101; HePTP inh: 6

How did Cc1ccc(C(=O)C(NC(=O)c2ccco2)N2CCOCC2)cc1 (configuration not stated) do in these assays?
BAP1 inh: 107; HePTP inh: 4

How did CC(C)(C)C1CCc2c(sc(NC(=O)C3CCCO3)c2C(N)=O)C1 (configuration not stated) do in these assays?
HePTP inh: -8

How did O=c1c2c3c(sc2nc2n1CCCS2)CCCC3 do in these assays?
BAP1 inh: 127; HePTP inh: -6

Results for COc1ccc(C(C)NC(=O)c2ccoc2C)cc1OC (configuration not stated) ?
BAP1 inh: 97; HePTP inh: 12

What do the screens show for `O=C(Nc1ccc(Cl)c(C(F)(F)F)c1)c1ccc(I)cc1`?
HePTP inh: 6

Results for CSCC[C@H](NC(=O)OC(C)(C)C)c1nnc(SCC=C(C)C)o1 ?
BAP1 inh: 106; HePTP inh: -3

How did CC(C)COc1ccc(C(=O)OC2CC(C)(C)OCC2CN(C)C)cc1 (configuration not stated) do in these assays?
BAP1 inh: 97; HePTP inh: -4

What do the screens show for `CCOC(=O)C1=C(C)N=c2s/c(=C\c3ccc(OC(C)=O)cc3OC(C)=O)c(=O)n2C1c1ccccc1` (configuration not stated)?
HePTP inh: 1

What do the screens show for `CS(=O)(=O)N(CC(N)=O)c1cccc(Cl)c1`?
HePTP inh: -2

How did CCCCNCCCCCOc1cccc(OC)c1 do in these assays?
HePTP inh: 3

How did CC1C(C)C(O)(c2ccccc2)CCN1C (configuration not stated) do in these assays?
HePTP inh: 6

Among those listed so far, four contain an NH in an aromatic ring.
What do the screens show for `CCCc1cc(=O)n2[nH]c(-c3cccc(F)c3)cc2n1`?
HePTP inh: -16

Results for CCCCOCCCn1cnc2c([nH]c3cc(OC)ccc32)c1=O ?
BAP1 inh: 127; HePTP inh: 10

What do the screens show for `O=[N+]([O-])c1ccc2nc(-c3ccccn3)[nH]c2c1`?
BAP1 inh: 116

Results for Cc1[nH]nc2cn[nH]c12 ?
BAP1 inh: 86; HePTP inh: 3

(cont.)
How did CCOc1cc(/C=N/NC(=O)CSc2nc3ccccc3n2Cc2ccccc2)ccc1O do in these assays?
HePTP inh: -22

Results for COc1cc(NC(=O)c2ccc(Br)cc2)cc(OC)c1 ?
HePTP inh: 7

What do the screens show for `O=C(c1cc(Cl)cc(Cl)c1)n1ccnc1`?
HePTP inh: -12

What do the screens show for `Cc1nc2ncnn2c(C)c1CCC(=O)NC(C)c1ccc2c(c1)OCCO2` (configuration not stated)?
BAP1 inh: 90; HePTP inh: 2

What do the screens show for `CCOC(=O)CSC1=C(C#N)C(c2sccc2C)CC(=O)N1` (configuration not stated)?
BAP1 inh: 98; HePTP inh: -6

What do the screens show for `O=C(Nc1cccc2c1CCCC2)c1ccc(Br)o1`?
BAP1 inh: 93; HePTP inh: 7

How did COc1ccccc1NC(=O)CSc1nc(N)cc(N)n1 do in these assays?
BAP1 inh: 115; HePTP inh: 5

Results for C=CCNC(=O)COc1cc(C)c(Cl)c(C)c1 ?
HePTP inh: -12

Results for CCCCC/C=C/C(=O)Nc1cccc2ccccc12 ?
HePTP inh: -2

Results for COc1cc(C(C)=O)ccc1OC(=O)c1ccc([N+](=O)[O-])cc1Cl ?
HePTP inh: 6

Results for Cc1cccc(OCC(=O)N2CCN(C(=O)Cc3ccccc3)CC2)c1 ?
BAP1 inh: 104; HePTP inh: 6

What do the screens show for `O=C(O)CN1C(c2ccccc2)=Nc2ccc(Br)cc2C1c1ccccc1` (configuration not stated)?
HePTP inh: -16

Results for CCc1[nH]c(C)c(C(C)=O)c1C ?
BAP1 inh: 103; HePTP inh: 3

Results for COc1ccc(CCn2nnnc2C(c2ccc(Cl)cc2)N2CCN(C)CC2)cc1OC (configuration not stated) ?
BAP1 inh: 98; HePTP inh: 2

What do the screens show for `Cc1cccc(C2(c3cccc(C)c3)CC2C(=O)NCc2ccco2)c1` (configuration not stated)?
HePTP inh: -6

How did CC(C)C(O)P(=O)(OCc1ccccc1)c1ccc(N(C)C)cc1 (configuration not stated) do in these assays?
BAP1 inh: 118; HePTP inh: 1
